UHRF1 binding: human UHRF1 methylated DNA binding inhibitors; inhibition, % at 4.4 µM; hit rate 0.75% among 370,000; UHRF1 binding to methylated oligo, TR-FRET; AID 687016; Q96T88; in the data active means inhibition above about 21%;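 further: UHRF1 SRA domain binding a hemimethylated CpG hairpin DNA probe; 0% = median of test compound wells and 100% = reference inhibitor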
ASAP1 inh: blocks human ASAP1-stimulated Arf1 GTP hydrolysis; Q9ULH1; inhibition, % at 16.5 µM; hit rate 0.19% among 360,000; GDP FP detection; in the data active means inhibition above about 25%;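 further: 0% = vehicle with enzyme and substrate and 100% = no enzyme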
HGIII-sPLA2 inh: Inhibits HGIII-sPLA2 liposome hydrolysis, primary screen | Q9NZ20 | QFRET BODIPY PC-A2 liposome hydrolysis, fluorescence | inhibition, % at 12.2 µM | hit rate 0.56% among 370,000 | AID 743126;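 active means inhibition above mean plus 3 SD of compounds lying within the high and low control bounds, cut at about 19% in these data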;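 further: 0% = median of test compound wells and 100% = no enzyme DMSO wells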
NR1D1 modulator: modulates human Rev-erb alpha binding to DNA; P20393; Rev-erbα–FITC-DNA binding, fluorescence polarization, 90 min; activity, % at 10 µM; hit rate 0.79% among 370,000;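 active means activity above about 14%, limit read from the data; passing the limit was not always enough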;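 further: 0% = DMSO wells with 35 nM protein and 100% = DMSO wells with 750 nM protein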
Target sequence (P20393 whole entry, looked up): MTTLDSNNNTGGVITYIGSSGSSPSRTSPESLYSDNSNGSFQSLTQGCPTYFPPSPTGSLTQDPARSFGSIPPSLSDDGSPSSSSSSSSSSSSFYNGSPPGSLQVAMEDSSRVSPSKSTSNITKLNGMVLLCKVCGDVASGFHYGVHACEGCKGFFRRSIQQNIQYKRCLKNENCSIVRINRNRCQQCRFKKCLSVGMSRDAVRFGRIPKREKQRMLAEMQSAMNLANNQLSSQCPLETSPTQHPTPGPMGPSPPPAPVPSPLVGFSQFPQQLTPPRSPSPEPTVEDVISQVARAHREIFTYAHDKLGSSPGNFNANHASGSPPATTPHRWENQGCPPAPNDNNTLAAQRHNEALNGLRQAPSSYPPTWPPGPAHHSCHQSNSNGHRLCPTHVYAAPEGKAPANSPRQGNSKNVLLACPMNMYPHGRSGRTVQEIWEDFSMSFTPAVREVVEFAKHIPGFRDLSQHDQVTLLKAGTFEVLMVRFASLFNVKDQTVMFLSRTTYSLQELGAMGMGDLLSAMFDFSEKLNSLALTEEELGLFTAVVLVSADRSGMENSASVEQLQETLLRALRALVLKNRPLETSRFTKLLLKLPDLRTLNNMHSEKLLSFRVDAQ
DDE Tn6 FP inh: disrupts Tn6 cyclic peptide binding to fibrin D-Dimer-E complex; hit rate 0.21% among 370,000; inhibition, % at 8.3 µM; Fibrin DD(E) TRITC-Tn6 fluorescence polarization displacement;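 active means inhibition above a per-campaign cutoff: mean of compounds within control limits plus 3 SD, cut at about 15% in these data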;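 further: 0% = median of all compound wells on the plate and 100% = blocking peptide control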
KLK7 zymogen act: activators of human kallikrein-7 zymogen. hit rate 0.9% among 370,000. activation, % at 7 µM. purified proKLK7, EDANS-DABCYL substrate fluorescence; 100% is mature enzyme control, 0% vehicle;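 active means activation above the mean of all tested compounds plus 3 SD, computed per campaign excluding outliers beyond control limits, cut at about 13% in these data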
Target sequence (P49862 whole entry, looked up): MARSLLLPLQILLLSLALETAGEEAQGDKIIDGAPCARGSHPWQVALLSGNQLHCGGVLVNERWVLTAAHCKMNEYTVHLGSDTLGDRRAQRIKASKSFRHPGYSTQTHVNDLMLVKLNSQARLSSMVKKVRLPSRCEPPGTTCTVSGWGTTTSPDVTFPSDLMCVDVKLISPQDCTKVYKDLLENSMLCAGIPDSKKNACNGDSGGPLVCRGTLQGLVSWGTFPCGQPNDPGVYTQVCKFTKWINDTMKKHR
PLC-gamma1 inh: PLC-gamma1 (human) inhibition, primary screen. P19174. purified PLC-gamma1, fluorogenic substrate, fluorescence. inhibition, % at 12.2 µM. hit rate 0.84% among 370,000. AID 720700; in the data active means inhibition above about 9.5%
PLC-beta3 inh: PLC-beta3 (human) inhibition, primary screen. Purified PLC-beta3, fluorogenic substrate, fluorescence. Q01970. inhibition, % at 12.2 µM. hit rate 0.18% among 370,000; in the data active means inhibition above about 11%;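 further: 0% = median of compound wells on plate and 100% = full blocker control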
ARFGAP1 inh: rat ARFGAP1 inhibition | Arfgap1-stimulated ARF1 GTP hydrolysis, GDP FP detection | inhibition, % at 16.5 µM | hit rate 0.26% among 360,000;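 active means inhibition above a per-plate limit, mean inhibition of low control wells plus 3 SD, cut at about 25% in these data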;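 further: 0% = DMSO wells with enzyme and 100% = wells lacking Arfgap1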
Target sequence (Q62848 1-136 limits assumed): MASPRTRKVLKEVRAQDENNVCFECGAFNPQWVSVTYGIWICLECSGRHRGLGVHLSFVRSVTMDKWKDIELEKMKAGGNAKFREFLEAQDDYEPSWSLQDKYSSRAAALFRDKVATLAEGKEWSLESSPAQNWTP
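Material: rat Arfgap1 GAP domain (His6, aa 1-136), purified enzyme. Also added: human ARF1(Δ1-17)-GTP substrate. Compound dosing: 16.5 µM single point, 1.26% DMSO. Timing: enzyme reaction 120 min at 25 °C after 20 min preincubation. Signal: GDP detection by fluorescence polarization. Read-out basis: percent inhibition of GAP-stimulated GDP formation, scaled between DMSO and no-Arfgap1 medians.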
Tn7 DDE FP: disrupts Tn7 cyclic peptide binding to fibrin D-Dimer-E complex; P02675; FP displacement of FITC-Tn7 peptide from fibrin DD(E); 0% = median of compound wells per plate; inhibition, % at 8.3 µM; hit rate 0.13% among 370,000; AID 720508;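 active means inhibition above the mean of compounds falling within the control limits plus 3 SD of them, cut at about 14% in these data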;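 further: 0% = plate median of compound wells and 100% = 10 µM Aha-Tn7 peptide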
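Assay system: human fibrin DD(E). Input: DD(E) 2 µM final. Medium: Tris buffer with calcium and detergent, pH 7.8. Compound dosing: single point at 8.3 µM. Timing: 10 min plus 3 h, room temperature. Technique: fluorescence polarization of the labelled Tn7 tracer. Read-out: percent inhibition. Replicates: singlicate testing.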
* = called active by the depositor; . = not tested or not shown.

SMILES | UHRF1 binding | ASAP1 inh | HGIII-sPLA2 inh | NR1D1 modulator | DDE Tn6 FP inh | KLK7 zymogen act | PLC-gamma1 inh | PLC-beta3 inh | ARFGAP1 inh | Tn7 DDE FP
COc1ccc(NC(=O)CSc2nnc(NC(=O)C3CCC3)s2)cc1 | 0 | -4 | 1 | 0 | 5 | -0.5 | 2 | 4 | 5 | 6
c1ccc([C@H]2CNCCN2CCc2cccc3ccccc23)cc1 | 2 | 0 | -1 | 2 | 1 | 0.0 | 12* | 5 | 14 | -8
O=C1c2cc(S(=O)(=O)NCCCO)ccc2-c2ccc(S(=O)(=O)NCCCO)cc21 | -5 | -1 | -2 | 0 | -6 | -0.4 | -4 | -5 | 8 | 4
CS(=O)(=O)N(CC(=O)N1CCC(C(N)=O)CC1)c1ccc(Oc2ccccc2)cc1 | -3 | -2 | 7 | -5 | 2 | 0.4 | 0 | 2 | -6 | 0
C#CCNC(=O)C[C@H]1C[C@@]2(C(=O)OC)C(=C[C@H](COCc3ccccc3)O[C@@H]2C)N(Cc2ccco2)C1=O | 0 | . | -3 | 2 | 2 | 0.0 | 2 | 1 | . | -1
NNC(=O)c1ccc(Cn2cc(Br)cn2)cc1 | 2 | 9 | 7 | -5 | -8 | -3.4 | -3 | -7 | 2 | 0
CCC(=O)N[C@H]1C[C@@H]2O[C@@H](CO)CC[C@@H]2O[C@@H]1CCc1ccc(-c2cccc(OC)c2)cc1 | 7 | . | -13 | 10 | 4 | 0.6 | 2 | -6 | . | 6
O=C(CN(C1CCCCC1)S(=O)(=O)c1ccc(Br)cc1)NCc1cccnc1 | -2 | 0 | -5 | 14 | 2 | -0.2 | 1 | 1 | -5 | -4
CCCCN(C)C(=O)c1ccc(Nc2nc(C(N)Cc3ccccc3)cs2)nc1 (stereo not given) | 1 | -3 | 8 | 0 | 10 | 0.1 | -10 | -15 | -2 | 4
COc1ccc2c(c1)cc(C(=O)O)n2C | 4 | 5 | 1 | 1 | 4 | -1.0 | -26 | -27 | -18 | -7
Cc1ccc(CNC(=O)C2(NC(=O)Nc3ccc(C)cc3)CCCCC2)cc1 | 4 | -1 | 1 | 0 | 2 | 0.0 | 2 | 4 | 0 | 3
O=C1CCC[C@@H]2CC(N3CCCCC3)C[C@@H]3CCN1[C@H]23 (stereo not given in full) | -1 | -3 | 12 | -1 | -5 | -0.1 | -1 | 2 | 6 | -2
CCCOC1CCCN(C(=O)CCc2nnc(CCCCc3ccccc3)o2)C1 (stereo not given) | 2 | 3 | -1 | -1 | 3 | -0.4 | 2 | -3 | 11 | -4
CCOC(=O)N1CCN(C(=O)COc2cccc3c2CCN(Cc2ccccc2C)C3=O)CC1 | 0 | 6 | -12 | -3 | 4 | -0.2 | -1 | 1 | 3 | -7
COc1cc(OC)cc(-c2noc(-c3csc([C@@H]4C[C@H](O)[C@@H](CO)O4)n3)n2)c1 | -3 | -10 | -3 | 3 | -2 | 0.1 | -3 | 1 | 9 | -1
Cc1ccc(C(=O)N2[C@@H]3CN(C)C(=O)[C@@]2(Cc2ccccc2)[C@H]2C(=O)N(Cc4ccccc4)C(=O)[C@@H]32)cc1 | -2 | -4 | -3 | -6 | 2 | 0.3 | -5 | -6 | 7 | -5
Cc1cc(=O)n2c3ccccc3n(C)c2n1 | -1 | -2 | 2 | -3 | -3 | 0.1 | -1 | -6 | 0 | 0
COc1ccc(Nc2nc(CC(C)=O)ns2)cc1OC | -4 | 0 | -2 | -1 | 9 | -0.9 | 2 | 0 | -2 | 8
CC(=O)c1ccc(Oc2cc(-c3ccccc3)nc(-c3ccccc3)n2)cc1 | -2 | -1 | -11 | -1 | 10 | 0.7 | 2 | 2 | 0 | -3
Cc1ccc(F)cc1NC(=O)N1CCNC(=O)C1CC(=O)Nc1cc(Cl)ccc1Cl (stereo not given) | -1 | 9 | -5 | 0 | 1 | -0.1 | 1 | -3 | 0 | 2
CCN(C(=O)CSc1cc(C)c2cccc(C)c2n1)C1CCS(=O)(=O)C1 (stereo not given) | -1 | 2 | 4 | 2 | -6 | 0.6 | 1 | 0 | 3 | 2
CC1CCc2c(nc3sc4c(c3c2N)CCCC4)C1 (stereo not given) | 16 | 6 | -1 | 5 | -2 | -0.4 | -4 | -6 | 2 | -5
CN1CCN(C(=O)C2CC(c3c(F)cccc3Cl)=NO2)CC1 (stereo not given) | 0 | 11 | -4 | -1 | -3 | 0.8 | 1 | 2 | 0 | 2
Cc1cccc(NC(=O)C[n+]2cccc(C)c2)c1 | 0 | -3 | -1 | 3 | -2 | 0.8 | 1 | -3 | -13 | -4
COC(=O)[C@H](Cc1ccccc1)NC(=O)N1CCN(Cc2ccccc2)CC1 | 0 | -7 | -5 | 1 | -6 | -0.2 | 1 | 2 | -6 | -2
COc1ccc(C2C(C(=O)c3ccc(C)o3)=C(O)C(=O)N2Cc2cccnc2)cc1OC (stereo not given) | -9 | -1 | -6 | 0 | 1 | 0.2 | -5 | -17 | -10 | -6
CC(=O)N1CCc2cc(Br)cc(S(=O)(=O)CCC(=O)Nc3c(C)n(C)n(-c4ccccc4)c3=O)c21 | 16 | -10 | 0 | -3 | 1 | -0.1 | 2 | -6 | 13 | 3
COC(=O)c1cc2n3ccccc3c(C)c(-c3ccccc3)c-2c1C(=O)OC | -9 | -8 | -1 | 3 | 15 | -52 | -42 | -55 | 17 | 5
CC(C)CNC(=O)c1cccc2c(-c3cccnc3)coc12 | 7 | -8 | 10 | 10 | 1 | -0.5 | 5 | 0 | 1 | -4
CCOC(=O)C1=C(O)C(=O)N(c2ccc(S(N)(=O)=O)cc2)C1c1ccccc1 (stereo not given) | 0 | -5 | 6 | 0 | 7 | 1.3 | -38 | -49 | -4 | -2

4 of the entries above in order of the ASAP1 inh value, lowest first.
SMILES | UHRF1 binding | ASAP1 inh | HGIII-sPLA2 inh | NR1D1 modulator | DDE Tn6 FP inh | KLK7 zymogen act | PLC-gamma1 inh | PLC-beta3 inh | ARFGAP1 inh | Tn7 DDE FP
CC(=O)N1CCc2cc(Br)cc(S(=O)(=O)CCC(=O)Nc3c(C)n(C)n(-c4ccccc4)c3=O)c21 | 16 | -10 | 0 | -3 | 1 | -0.1 | 2 | -6 | 13 | 3
COC(=O)[C@H](Cc1ccccc1)NC(=O)N1CCN(Cc2ccccc2)CC1 | 0 | -7 | -5 | 1 | -6 | -0.2 | 1 | 2 | -6 | -2
COc1ccc(Nc2nc(CC(C)=O)ns2)cc1OC | -4 | 0 | -2 | -1 | 9 | -0.9 | 2 | 0 | -2 | 8
CN1CCN(C(=O)C2CC(c3c(F)cccc3Cl)=NO2)CC1 (stereo not given) | 0 | 11 | -4 | -1 | -3 | 0.8 | 1 | 2 | 0 | 2

Continuation.
SMILES | UHRF1 binding | ASAP1 inh | HGIII-sPLA2 inh | NR1D1 modulator | DDE Tn6 FP inh | KLK7 zymogen act | PLC-gamma1 inh | PLC-beta3 inh | ARFGAP1 inh | Tn7 DDE FP
CCN(CC)S(=O)(=O)c1ccc(C(=O)N2CCc3ccccc32)cc1 | 4 | 4 | 1 | -3 | -3 | 0.4 | 0 | -7 | -1 | 2
COc1ccc(C2Nc3ccccc3C(=O)N2c2ccc(C)cc2)cc1Cn1nnc2ccccc21 (stereo not given) | 2 | 4 | 2 | -9 | 3 | -0.2 | -16 | -14 | 3 | -3
CC(C)(C)c1ccc(CN2N=C(/C=C/c3ccccc3)CCC2=O)cc1 | 0 | -9 | -14 | 3 | 2 | -0.1 | 0 | -1 | 3 | -5
COc1ccc(N2CCN(CCNS(=O)(=O)c3c(C(C)C)cc(C(C)C)cc3C(C)C)CC2)cc1 | 0 | . | -17 | -1 | 9 | 0.0 | 0 | 0 | . | 13
COc1ccc(C(=O)O)c(O)c1 | 2 | 8 | 0 | 1 | -1 | -0.4 | 4 | 7 | 4 | 0
CCc1ccccc1NC(=O)CCC(=O)N1CCN(C(C)=O)CC1 | -2 | -1 | 2 | -3 | 6 | -0.4 | 2 | 5 | -1 | -6
COc1cc(/C=C(\C#N)c2ccccn2)ccc1OCC(=O)Nc1ccc(Br)cc1 | -4 | -1 | -2 | 3 | 6 | -0.2 | 2 | 3 | 8 | 1
CC(C)Cn1cc(C(=O)NCc2cccs2)c2c3ccccc3n(C)c2c1=O | -5 | 7 | -3 | -1 | 4 | -0.1 | -15 | -18 | -9 | 6
O=C1CCCC2=C1C(c1cccc(Br)c1)n1nc(-c3ccco3)nc1N2 (stereo not given) | 6 | -2 | 9 | -4 | -11 | 12 | -56 | -82 | 16 | 2
CC(=O)OCc1cc2cccc(C)c2[nH]c1=O | 2 | -2 | 2 | -1 | -9 | 0.1 | 1 | 0 | 3 | -2
Cc1cc(=O)[nH]c(SCc2cccc(F)c2)n1 | -1 | 2 | 1 | 3 | -6 | 0.0 | 0 | 1 | -4 | -6
Cc1cc(C)c(S(=O)(=O)N2CCCCCC2)cc1Br | 6 | -8 | -2 | 12 | -1 | 0.3 | 2 | 0 | -7 | 0
CCSc1nnc(-c2ccc(S(=O)(=O)N3CCCC3)cc2)n1C | 5 | -1 | -1 | -5 | 13 | -0.4 | -3 | 4 | 6 | 1
CC(=O)c1cn(C2OC(CO)C3OC(C)(C)OC32)c(=O)n(C)c1=O (stereo not given) | 8 | 2 | 4 | 3 | 1 | -0.3 | 3 | -2 | 5 | -4
CCOc1cc(-c2noc(CCC(=O)NCCc3ccccc3)n2)ccc1OC | 0 | -17 | 0 | -2 | 0 | 0.6 | 4 | -2 | 3 | 1
N#Cc1cc(C#N)c(N2CCN(c3cccc(Cl)n3)CC2)nc1N | -3 | 9 | -11 | 26* | -8 | 1.0 | -24 | -37 | 14 | 2
O=C(COc1cccc(NC(=O)c2cccs2)c1)c1ccc(F)cc1 | 2 | 8 | -19 | 3 | -2 | 0.4 | 4 | 3 | 9 | -1
COc1ccc(NC(=O)/C(C#N)=C/c2ccc3c(c2)n(C)c(=O)n3C)cc1 | -3 | -10 | -1 | -3 | -6 | 0.4 | 3 | 4 | 0 | -10
O=C(Cc1ccc([N+](=O)[O-])cc1)Nc1ccc2c(c1)CCC2 | 0 | 1 | -2 | 4 | -2 | -0.3 | 6 | 1 | 3 | 1
Cc1ccc(Nc2c(-c3ccccc3O)nc3ncccn23)cc1 | 0 | -3 | 5 | -1 | -6 | 1.4 | -19 | -37 | -7 | 2
O=C1Cc2ccccc2Sc2c(OCCN3CCCCC3)cccc21 | -4 | 9 | -43 | -3 | 4 | 2.3 | -196 | -183 | -1 | -5
CCOC(=O)C(CCCOc1ccccc1)C(=O)OCC | 3 | 1 | 0 | 0 | 4 | 0.7 | 0 | 4 | 10 | 4
Cc1cccc([C@H]2[C@@H]3C=CC[C@@H](C)[C@@H]3C(=O)N2Cc2ccccc2)c1 | 2 | -11 | 7 | -2 | 0 | 0.3 | 0 | -4 | -2 | 2
O=C1NC(=S)SC1=Cc1cc(Br)ccc1O | -4 | -14 | -23 | -3 | 0 | -0.5 | -37 | -56 | -1 | 4
CC(C)CCNC(=O)C1CC(c2ccccc2C(F)(F)F)=NO1 (stereo not given) | 3 | 9 | 5 | -1 | -6 | 0.2 | 3 | 8 | 2 | 3
